Screening results as filed in PubChem BioAssay.
Vif-APOBEC3F blk: inhibitors of Vif-A3F interaction; HeLa A3F-eYFP + Vif (tagged APOBEC3F with the HIV-1 protein that degrades it), YFP fluorescence increase; Potency, µM (titrated, usually from 46.1 µM), for the others: top-dose activity, negative = active; 0.2% of 390,000 active; also: % of control where 0% means no effect; nearly all actives have a fitted effect of over 65% in size
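HeLa cells stably expressing Vif plus C-terminally eYFP-tagged A3F were seeded, incubated overnight at 37 deg C, dosed with compound, incubated overnight again at 37 deg C. Yellow fluorescence (Ex 488/Em 500-530) reported blocked Vif-mediated A3F-eYFP degradation.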
12-LOX inh: ALOX12 (human) lipoxygenase inhibition; purified 12hLO, xylenol orange hydroperoxide absorbance; P18054; 1.1% of 580,000 active; Potency, µM (doses to about 108 µM), inactives show at the top dose activity change, negative = inhibition, most hits filed as inhibitors; also: % is scaled to controls: 0 for no effect and ±100 for the full control effect
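Hydroperoxide product was detected by ferrous iron/xylenol orange as the 573 to 405 nm absorbance ratio. Arachidonic acid at 40 uM (final) was turned over for 30 min at room temperature by 150 nM human 12hLO, pH 7.0 Hepes buffer, after 15 min compound preincubation.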
RXFP1 ag: agonists of human relaxin receptor RXFP1. Q9HBX9. HEK293T-RXFP1 cAMP TR-FRET, 30 min; response scale: percent of porcine relaxin response, buffer zero. Potency, µM (highest dose often 57.5 µM), without a hit: at the highest dose activation, most hits filed as activators. 0.3% of 370,000 active. AID 2676; also: % is scaled to controls: 0 for no effect and ±100 for the full control effect; nearly all actives have a fitted effect of over 60% in size; many of its hits are not listed in these tables
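Agonist response is measured as cAMP accumulation in an RXFP1-transfected HEK293T line under PDE4 inhibition. Values are scaled between buffer-only and 29 nM porcine relaxin, and EC50s come from standard Hill equation fits.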
IDH1 R132H inh: inhibitors of human mutant IDH1 R132H; O75874; IDH1-R132H enzyme, NADPH consumption, diaphorase/resazurin fluorescence; Potency, µM (top dose mostly 76.6 µM), for inactives: at the highest dose activity change, negative = inhibition, usual class: inhibitors; 0.093% of 390,000 active; also: % is scaled to controls: 0 for no effect and ±100 for the full control effect; nearly all actives have a fitted effect of over 65% in size
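IDH1-R132H (0.5 ug/mL) preincubated 30 min with compound, then NADPH (0.016 mM) and alpha-KG (2 mM) added; 80 min at RT, pH 7.5. Remaining NADPH coupled via diaphorase/resazurin to fluorescence (540/590 nm); concentration-response curves normalized to no-enzyme control.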
rTrxR1 inhibitor: blocks rat thioredoxin reductase 1. O89049. recombinant rTrxR1, NADPH fluorescence consumption, selenite substrate. Potency, µM (top dose mostly 114 µM), inactives show top-dose activity change, negative = inhibition, actives largely listed as inhibitors. 1% of 390,000 active. AID 588453; also: % is scaled to controls: 0 for no effect and ±100 for the full control effect; nearly all actives have a fitted effect of over 65% in size
Target sequence (O89049 whole entry, looked up): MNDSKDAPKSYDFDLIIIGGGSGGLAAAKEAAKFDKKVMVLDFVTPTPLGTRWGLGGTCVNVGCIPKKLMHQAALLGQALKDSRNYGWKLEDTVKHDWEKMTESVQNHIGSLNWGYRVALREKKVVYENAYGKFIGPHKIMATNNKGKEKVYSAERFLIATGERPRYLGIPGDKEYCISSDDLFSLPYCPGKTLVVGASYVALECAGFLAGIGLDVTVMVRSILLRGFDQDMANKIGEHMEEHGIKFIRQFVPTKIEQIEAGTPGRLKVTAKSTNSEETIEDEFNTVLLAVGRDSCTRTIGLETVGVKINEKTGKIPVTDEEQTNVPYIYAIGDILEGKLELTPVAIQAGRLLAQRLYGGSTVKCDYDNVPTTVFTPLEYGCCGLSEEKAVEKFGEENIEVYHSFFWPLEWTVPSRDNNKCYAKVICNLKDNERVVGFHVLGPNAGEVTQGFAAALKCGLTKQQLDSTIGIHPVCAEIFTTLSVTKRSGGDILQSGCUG
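Rat TrxR1 (90 nM in the dispensed reagent) was pre-reduced with 400 uM NADPH for 5 min at room temperature, then incubated with compound for 15 min. After 400 uM selenite was added, NADPH fluorescence (Ex 340/Em 450 nm) was followed for 8 min.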
USP1-UAF1 inh: USP1/UAF1 (human) deubiquitinase inhibition. O94782. recombinant USP1/UAF1, Ub-Rhodamine cleavage fluorescence. Potency, µM (series often up to 57.1 µM), for the others: at the highest dose activity change, negative = inhibition, actives largely listed as inhibitors. 0.23% of 390,000 active. AID 743255; also: % is scaled to controls: 0 for no effect and ±100 for the full control effect; nearly all actives have a fitted effect of over 60% in size; inactives centre near -12
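USP1/UAF1 complex (1 nM) preincubated 15 min at room temperature with compound, then Ub-Rho substrate (150 nM final) added. Kinetic fluorescence at 480/540 nm over 6 reads at 60 s intervals; 50 mM HEPES pH 7.8, 0.5 mM EDTA, 0.1 mg/ml BSA, 1 mM TCEP, 0.01% Tween-20.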
TrxR1 substrate: is turned over as a substrate by rat TrxR1; Potency, µM (top dose mostly 114 µM), for the others: top-dose activity change, negative = substrate turnover; purified TrxR1 substrate turnover, NADPH consumption readout; O89049; 0.01% of 390,000 active; AID 588456; also: % is scaled to controls: 0 for no effect and ±100 for the full control effect; nearly all actives have a fitted effect of over 50% in size
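Rat TrxR1, dispensed at 90 nM, was prereduced with 400 uM NADPH (final) for 5 min at ~22 deg C, then incubated with compound 15 min before 400 uM selenite. A first-read NADPH fluorescence drop versus no-compound background flagged substrates.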
RGS4 inhibitor: blocks human RGS4-accelerated GTP hydrolysis | P49798 | Transcreener GDP fluorescence polarization, RGS4-accelerated GTP hydrolysis | Potency, µM (highest dose often 114 µM), inactives show at the highest dose activity change, negative = inhibition, actives largely listed as inhibitors | 0.039% of 390,000 active; also: % is scaled to controls: 0 for no effect and ±100 for the full control effect; nearly all actives have a fitted effect of over 75% in size; some results filed as inactive show a strong effect at the top dose
Target sequence (P49798 whole entry, looked up): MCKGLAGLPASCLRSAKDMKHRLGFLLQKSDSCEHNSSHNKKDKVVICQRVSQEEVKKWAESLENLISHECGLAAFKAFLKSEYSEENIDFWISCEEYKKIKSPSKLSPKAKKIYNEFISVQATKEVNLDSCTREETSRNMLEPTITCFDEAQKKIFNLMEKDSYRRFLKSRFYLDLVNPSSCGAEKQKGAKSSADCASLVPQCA
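MLSMR compounds (23 nl, pin-transferred) preincubated 10 min at room temperature with a 500nM (2x) first reagent, then RGS4 at 900nM (2x) plus Transcreener GDP mix added; fluorescence polarization (620/688 nm) read before and after 90 min at 30 °C.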
Vif-APOBEC3G blk: Vif-A3G binding inhibition. Q9HC16. HeLa A3G-eYFP + Vif (tagged APOBEC3G with the HIV-1 protein that degrades it), YFP fluorescence, overnight. Potency, µM (titrated, usually from 46.1 µM), without a hit: at the top dose activity, negative = active, actives largely listed as inhibitors. 0.076% of 410,000 active. AID 602310;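 also: % is scaled to controls: 0 for no effect and ±100 for the full control effect; nearly all actives have a fitted effect of over 60% in size; hits raise eYFP signal because A3G escapes Vif-driven loss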
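Read-out is eYFP fluorescence (Ex 488/Em 500-530) from Vif-expressing HeLa A3G-eYFP cells; more signal means A3G escaped Vif-mediated degradation. Cells plated overnight, compound pinned in, incubated overnight at 37 deg C.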
* = called active by the depositor; ? = inconclusive; / = not tested or not shown; [ ] = remark or other dose. Calls follow the shape of the dose curve; as a rule, active = well fitted curve in the direction sought with a large enough effect; inconclusive = small, poorly fitted or top-dose-only effect, or another doubt; inactive = no such curve, though single readings can be large; an effect the other way counts as inactive or inconclusive. Potency is read from the fitted curve at half-maximal effect. An excerpt (hit frequency here may not be typical).

Each structure is followed by: Vif-APOBEC3F blk, 12-LOX inh, RXFP1 ag, IDH1 R132H inh, rTrxR1 inhibitor, USP1-UAF1 inh, TrxR1 substrate, RGS4 inhibitor, Vif-APOBEC3G blk
(1) O=C(NCc1cn2ccccc2n1)c1ccc(Br)o1
  -10.0%, 27.1%, 0.0%, 4.0%, 16.9%[57.1 µM], -14.5%, -3.0%[57.1 µM], -2.4%, 2.3%
(2) COc1ccc(N2CCN(c3nc4c(c(=O)n(C)c(=O)n4C)n3CCCc3ccccc3)CC2)cc1
  -3.7%, 436.2%[activator], 0.3%, 11.8%, 13.4%, -8.5%, 6.8%, -4.3%, 1.6%
(3) O=C(Nc1cc2c(cc1Br)OCCO2)c1ccc(=O)[nH]c1
  -2.8%, 3.4%, /, -25.1%, 11.9%, -7.1%, 4.0%, 1.3%, 2.3%
(4) CCC(=O)NC(C)c1nc2ccccc2n1C (stereo not given)
  -3.2%, 0.0%, -0.1%, -8.3%, 0.9%[57.1 µM], -5.7%, 8.7%[57.1 µM], -11.9%, -4.4%
(5) COc1ccc(C(=O)[C@H]2[C@H]3C(=O)N(c4ccc(C)cc4)C(=O)[C@H]3C3C=CC=NN32)cc1 (stereo not given in full)
  -7.4%, 210.2%[activator], -3.8%, 4.8%, 4.4%[57.1 µM], -15.6%, -2.2%[57.1 µM], -34.3%, -2.4%
(6) COc1ccc(CNC(=O)CCS(=O)(=O)c2ccc3c(c2)CCN3C(C)=O)cc1
  -16.0%, -4.6%, 1.7%, 0.0%, -3.6%, -21.0%, -5.8%, 6.3%[11.4 µM], 2.9%
(7) CC(C)(C)C1CCc2c(sc(NC(=O)Cn3nnc(-c4ccccc4F)n3)c2C#N)C1 (stereo not given)
  2.8%, -34.9%, -2.6%, 13.5%, 7.5%, 0.0%, -7.1%, 8.8%, 7.0%
(8) Cc1cccc2cc(CN(CC3CCCO3)C(=S)NCc3ccco3)c(=O)[nH]c12 (stereo not given)
  -17.9%, -0.9%, -0.3%, 1.6%, -14.0%, -9.7%, -8.6%, 11.8%, -4.7%
(9) COc1ccc(CCNC(=O)Cn2c(=O)n(-c3ccc(F)cc3)c(=O)c3sccc32)cc1OC
  0.7%, 5.6%, 1.4%, -0.9%, 17.2%, -6.8%, -0.3%, -6.4%, 1.3%
(10) Cn1c(=O)c2c(nc(N3CCCCC3)n2CCNC2=NCCC2)n(C)c1=O
  -10.9%, 160.5%[activator], 3.6%, 3.4%, 4.0%[57.1 µM], -14.4%, 7.2%[57.1 µM], 9.0%, 1.6%
(11) c1cc2c3c(cccc3c1)C(N1CCCCC1)=N2
  7.6%, /, -1.2%, 10.4%, -0.2%[57.1 µM], -25.3%, -5.4%, 0.4%[11.4 µM], 4.3%
(12) Cc1nnc(SCC(=O)c2ccc(Cl)cc2)n(N)c1=O
  -0.1%, -14.6%, 14.5%, -9.4%, 12.6%[57.1 µM], -18.8%, -6.6%[57.1 µM], ?, 7.9%
(13) CCOC(=O)C1CCN(CC(O)COc2ccc(C(C)(C)CC)cc2)CC1 (stereo not given)
  4.3%, -14.9%, -0.4%, 8.2%, 3.9%, -18.3%, -7.3%, -41.6%, -0.1%
(14) Cc1ccsc1CNCc1cc(Cl)ccc1O
  -13.3%, -3.1%, -0.5%, 5.6%, -13.3%, ?, -12.3%, 24.4%, 2.2%
(15) O=C(CCOc1ccc(F)cc1)Nc1nccs1
  -4.8%, 0.0%, -2.0%, -0.6%, 5.1%, -12.4%, 0.8%, 14.4%, -1.7%
(16) COc1ccc(C2c3ccc(O)cc3Oc3ncn(CC(C)C)c(=N)c32)cc1 (stereo not given)
  3.2%, 0.0%, -2.5%, 0.0%, 14.3%, 0.4%, -1.3%, 9.3%, 0.1%
(17) COC(=O)c1[nH]c(C)c(/C(O)=C2\C(=O)C(=O)N(CCN(C)C)C2c2ccc(C)o2)c1C (stereo not given)
  0.2%, ?, 7.0%, 2.0%, ?, -19.7%, -0.1%, -13.6%, -10.6%
(18) Cc1nc(=O)c(-c2ccccc2)c(C)n1Cc1ccccc1
  -6.2%, 11.9%, 0.2%, 2.8%, -1.7%, 2.5%, 4.6%[57.1 µM], -3.1%, -0.4%
(19) Cc1ccc(C(=O)N2CCCC(C(=O)c3ccc(Cl)cc3C)C2)cn1 (stereo not given)
  2.0%, 0.3%, 0.3%, -8.2%, 14.5%, -13.7%, 0.1%, 14.9%, 1.2%
(20) CNC(=S)Nc1cccc(S(=O)(=O)NC2=NCCC2)c1
  0.8%, ?, -0.4%, -0.5%, 7.0%[57.1 µM], -13.2%, 0.1%[57.1 µM], -36.1%, 3.0%
(21) Cc1ccc(CNC(=O)c2cc(-c3ccccc3C)nn2CC2CC(c3cccnc3)=NO2)cc1 (stereo not given)
  1.0%, ?, /, 0.0%, 31.5%, -20.4%, 1.2%, -10.0%, -4.6%
(22) CCNC(=O)C/C(C)=N/NC(=O)C1CCCCC1
  1.1%, -11.3%, 0.2%, 4.0%, -28.4%, -4.9%, -9.9%, 7.9%, 1.1%
(23) CCOC(=O)CNS(=O)(=O)c1ccc(S(=O)(=O)NC2CC2)cc1
  3.7%, 2.6%, 1.4%, 0.6%, 5.8%[57.1 µM], -24.6%, 5.9%[57.1 µM], -9.3%, 1.1%
(24) Cc1nn(C)c(C)c1S(=O)(=O)NCc1cccs1
  1.2%, -10.7%, 0.0%, 3.5%, 5.0%[57.1 µM], -12.4%, -0.4%[57.1 µM], -5.2%, -7.1%
(25) O=C(CN1C(=O)S/C(=C\C=C\c2ccccc2)C1=O)Nc1cccc(O)c1
  -6.6%, -14.2%, -1.2%, -0.5%, 6.7%[57.1 µM], -10.9%, -5.4%, -28.6%, -25.8%
(26) C=CCOC(=O)Nc1ccc(Cl)cc1NC(=O)OCC=C
  -5.9%, 21.3%, 3.4%, 3.4%, 2.1%[57.1 µM], -4.7%, -4.0%[57.1 µM], -16.4%, -0.7%
(27) O=C(O)c1c2c(nc3ccc(F)cc13)CCC2
  -14.1%, ?, 0.8%, 4.8%, 14.3%, -12.1%, 4.6%, -15.8%, 1.0%
(28) COc1cc(-c2nc(C(=O)NC3CCCCC3)cc3c2[nH]c2ccccc23)cc(OC)c1OC
  -0.4%, -0.6%, 0.4%, -11.3%, 20.3%, ?, 23.9%, 13.5%, -0.8%
(29) COc1ccc(C2C(C(=O)Nc3ccccc3)=C(C)Nc3nc(-c4ccccc4Cl)nn32)cc1OC (stereo not given)
  0.8%, -0.1%, 2.5%, -5.9%, 18.1%, -17.6%, 8.1%, -11.7%, -10.5%
(30) NC(=O)NOCc1cccc(Cl)c1
  -3.7%, -5.7%, 0.0%, -3.0%, 27.9%[57.1 µM], -5.4%, -7.6%, -10.7%, 1.7%

Compound profiles, from the list above.
COC(=O)c1[nH]c(C)c(/C(O)=C2\C(=O)C(=O)N(CCN(C)C)C2c2ccc(C)o2)c1C (stereo not given) in the list: Vif-APOBEC3F blk: 0.2%; 12-LOX inh: ?; RXFP1 ag: 7.0%; IDH1 R132H inh: 2.0%; rTrxR1 inhibitor: ?; USP1-UAF1 inh: -19.7%; TrxR1 substrate: -0.1%; RGS4 inhibitor: -13.6%; Vif-APOBEC3G blk: -10.6%
CCNC(=O)C/C(C)=N/NC(=O)C1CCCCC1 in the list: Vif-APOBEC3F blk: 1.1%; 12-LOX inh: -11.3%; RXFP1 ag: 0.2%; IDH1 R132H inh: 4.0%; rTrxR1 inhibitor: -28.4%; USP1-UAF1 inh: -4.9%; TrxR1 substrate: -9.9%; RGS4 inhibitor: 7.9%; Vif-APOBEC3G blk: 1.1%

(cont.)
Each structure is followed by: Vif-APOBEC3F blk, 12-LOX inh, RXFP1 ag, IDH1 R132H inh, rTrxR1 inhibitor, USP1-UAF1 inh, TrxR1 substrate, RGS4 inhibitor, Vif-APOBEC3G blk
(31) CC(C)Cc1csc(NC(=O)c2ccc(F)cc2)c1C(=O)O
  2.6%, -22.9%, -0.5%, 12.8%, -10.8%, -25.1%, -7.2%, -5.7%, 0.5%
(32) O=C(O)c1ccc(NC(=O)c2ccccc2NC(=O)c2ccccc2Cl)cc1
  6.4%, -4.0%, -0.1%, -1.4%, 10.6%[57.1 µM], -17.1%, 7.6%[57.1 µM], 2.0%, 1.0%
(33) COc1ccc(C(=O)COC(=O)C2CCC(=O)N2)cc1 (stereo not given)
  1.7%, -4.9%, 2.9%, -5.4%, 13.6%[57.1 µM], -5.2%, -6.6%, 13.2%, 0.7%
(34) CCOC(=O)c1ccc(N2CCN(C(=O)c3ccccc3)CC2)c(NC(=O)c2ccco2)c1
  -7.0%, -27.6%, 2.2%, 3.7%, 19.2%, -7.8%, -0.6%, -16.5%, -9.0%
